# PrPC TRFRET – cell surface PrPC inhibition, primary TR-FRET screen; P04156; TR-FRET read-out; inhibition, % at 13.8 µM; actives 0.43% (n = 370,000); AID 720596; in the data active = inhibition above about 24%; also: 0% = median of the test wells and 100% = reference compound wells
# TcdB GH inh – inhibitors of Clostridioides difficile toxin B glycohydrolase; inhibition, % at 9.99 µM; actives 0.24% (n = 350,000); AID 652162; TcdB glycohydrolase enzymatic assay, plate reader; in the data active = inhibition above about 10%
# SARS 3CLpro inh – SARS-CoV 3CLpro protease inhibition | P0C6X7 | inhibition, % at 6 µM | AID 1706 | actives 0.14% (n = 290,000) | recombinant SARS-CoV 3CLpro, quenched FRET peptide cleavage; in the data active = inhibition above about 12%
# Rv3671c protease – inhibits the M. tuberculosis serine protease Rv3671c; P9WHR9; inhibition, % at 5.96 µM; actives 0.048% (n = 320,000); in the data active = inhibition above about 38%;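 also: extracellular domain of Rv3671c used as enzyme; 0% = enzyme with DMSO and 100% = no enzyme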
# Target sequence (P9WHR9 whole entry, looked up, the tested form may be a part): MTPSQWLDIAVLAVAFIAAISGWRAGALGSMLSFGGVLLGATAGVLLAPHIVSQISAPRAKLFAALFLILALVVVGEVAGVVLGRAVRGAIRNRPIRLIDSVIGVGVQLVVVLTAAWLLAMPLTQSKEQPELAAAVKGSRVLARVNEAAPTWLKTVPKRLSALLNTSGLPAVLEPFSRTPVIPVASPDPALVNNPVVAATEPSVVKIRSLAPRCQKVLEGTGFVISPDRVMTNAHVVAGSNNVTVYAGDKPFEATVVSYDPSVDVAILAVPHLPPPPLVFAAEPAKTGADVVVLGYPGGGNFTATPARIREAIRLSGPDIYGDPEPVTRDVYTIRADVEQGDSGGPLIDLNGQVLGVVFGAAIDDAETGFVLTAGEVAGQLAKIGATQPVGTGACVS
# Vc quorum ag – inducers of Vibrio cholerae quorum light production without autoinducers | V. cholerae BH1578 lux reporter, luminescence, 6 h | activation, % at 18.7 µM | actives 0.16% (n = 350,000); in the data active = activation mostly above about 9.7%, no sharp cut-off; also: not every result past the cut was called active; inactives centre near 0; reference of the scale not given here
# DUSP3 inh – inhibitors of human VHR1 phosphatase (DUSP3); recombinant VHR phosphatase, pNPP absorbance; inhibition, % at 13.3 µM; actives 0.52% (n = 290,000); AID 1654; in the data active = inhibition above about 50%; also: some compounds called inactive have numbers as strong as hits
# Target sequence (P51452 whole entry, looked up): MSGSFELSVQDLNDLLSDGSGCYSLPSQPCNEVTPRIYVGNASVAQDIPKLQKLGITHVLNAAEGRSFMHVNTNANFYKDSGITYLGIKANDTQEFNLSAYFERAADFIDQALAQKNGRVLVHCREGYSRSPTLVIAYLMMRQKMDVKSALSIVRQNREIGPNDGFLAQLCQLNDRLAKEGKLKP
# PriA SSB inh – K. pneumoniae PriA-SSBct interaction inhibition; AlphaScreen SSBct-PriA binding, biotinylated peptide; inhibition, % at 33 µM; actives 0.6% (n = 430,000); AID 1272365; in the data active = inhibition mostly above about 37%, no sharp cut-off; inactive = mostly below about 20%;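 also: plate controls were negative control peptide for no effect and reference peptide for full effect; strong numbers were not always called active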
# CCHF vOTU inh – blocks the CCHF virus ovarian tumor domain protease; CCHFV vOTU protease, Pep-AMC fluorescence; actives 0.55% (n = 370,000); inhibition, % at 11.5 µM; in the data active = inhibition above about 30%; also: 0% = vehicle wells with enzyme and 100% = no enzyme wells
# MazF activator – MazEF (E. coli) toxin RNase activation. P0AE70. FAM/BHQ RNA-DNA oligo cleavage fluorescence, 5 h. activation, % at 20 µM. actives 0.32% (n = 350,000); in the data active = activation above about 50%
# Target sequence (P0AE70 whole entry, looked up): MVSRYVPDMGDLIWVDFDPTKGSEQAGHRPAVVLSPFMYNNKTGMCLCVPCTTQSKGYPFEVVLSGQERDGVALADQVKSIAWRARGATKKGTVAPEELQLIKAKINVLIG
# Y pestis TopoI – blocks Yersinia pestis topoisomerase I activity; Y. pestis Topo-I cleavage product accumulation, plate reader; activity, % at 10 µM; actives 0.064% (n = 360,000); AID 504884; in the data active = activity above about 50%, passing the limit was not always enough; also: inactives centre near 2
# * = called active by the depositor; i = inactive; · = no result given. This is a subset; count on the stated rates, not on these rows.
SMILES,PrPC TRFRET,TcdB GH inh,SARS 3CLpro inh,Rv3671c protease,Vc quorum ag,DUSP3 inh,PriA SSB inh,CCHF vOTU inh,MazF activator,Y pestis TopoI
N#CC(C(=O)OC1CCCCC1)c1nc2ccccc2nc1N1CCOCC1 (stereo unspecified),-6,·,-2,-5,-2.6,10,-18,-5,0,0
O=C(c1ccco1)N1CCN(C(=O)C2CC(c3ccc(Cl)cc3)=NO2)CC1 (stereo unspecified),-9,·,0,8,i,59*,-24,-1,1,-1
COc1ccc2c(c1)[C@H]1[C@H](CO2)[C@H](c2ccccc2)[C@]2(C)C(=O)Nc3ccc(C)cc3C(=O)N12,16,-0.2,·,-26,-0.5,·,17,15,-6,26
c1ccc(Cn2c(Nn3cnnc3)nc3ccccc32)cc1,-1,·,-4,1,0.8,10,1,16,8,-2
Cc1cc(C)c(C(=O)Nc2ccc(Br)c(C(F)(F)F)c2)c(C)c1,2,·,-2,-39,i,5,-35,23,2,-5
COc1nc(-c2ccccc2)c2cc(C)ccc2n1,-7,1.0,0,-5,i,12,-32,-73,3,7
COc1ccccc1C(=O)OC1CCCN(C)C1 (stereo unspecified),0,0.3,-3,1,i,·,-11,10,10,-1
CCOC(=O)c1c(C)c2c(n1C)CCC/C2=N\O,5,·,-1,4,i,32,·,11,2,4
Cn1c(=O)n(C)c2cc(S(=O)(=O)N3CCOCC3)ccc21,8,·,-2,1,-2.2,4,-18,-11,7,8
Cc1cccnc1NC1CCCCC1,6,0.5,1,4,-0.1,8,-1,1,-18,6
Cc1ccc(C)c(/C=C2\CCn3c2nc2cc(C(=O)O)ccc2c3=O)c1,1,-0.2,-2,3,-1.4,10,0,3,6,2
CCN1CCCC1CN(Cc1cc2cc(C)ccc2[nH]c1=O)C(=O)Nc1ccccc1OC (stereo unspecified),-8,·,3,-5,-0.5,-15,12,-3,-17,23
NC(=O)c1ccccc1NS(=O)(=O)c1ccc(F)cc1,4,0.2,0,1,-1.4,9,-10,-17,-5,-1
Cc1cc(OCC(=O)NNC(=S)NCC2CCCO2)cc(C)c1Cl (stereo unspecified),1,1.4,5,4,0.9,12,7,10,7,18
Cc1ccccc1NC(=O)c1cccc(C(=O)Nc2ccccc2C)n1,7,0.5,1,3,i,43,-20,1,6,15
N#Cc1nc(-c2ccc(F)cc2)oc1NCc1cccc2c1OCO2,1,-0.6,7,4,-0.2,16,-8,20,6,10
O=C(C1CCC(C(=O)N2CCCCC2)CC1)N1CCCCC1 (stereo unspecified),18,·,0,-4,i,1,-8,-2,-2,-4
O=C(Nc1ccccc1)c1cccc(N2CCCC2=O)c1,2,·,0,4,-0.6,-5,-2,7,-4,-4
CC1CC(C)CN(c2nc3c(c(=O)[nH]c(=O)n3C)n2CCCSc2nc3ccccc3s2)C1 (stereo unspecified),6,·,2,·,-0.1,·,-7,-3,2,3
CCOc1ccc(CN2CCN(Cc3cccn3-c3ncccn3)CC2CCO)cc1 (stereo unspecified),-10,2.1,4,3,i,48,-19,-7,13,4
CCCC(=O)n1nc(-c2cccnc2)nc1NCc1cccs1,9,0.4,2,·,0.8,-11,-7,-19,0,6
Cc1c(NS(=O)(=O)c2ccc(N)cc2)c(=O)n(-c2ccccc2)n1C,-2,2.5,3,4,i,25,4,0,13,-12
O=C(O)c1cn(-c2ccc(F)cc2)c2cc(Cl)c(F)cc2c1=O,3,0.8,1,1,-0.8,22,-3,5,9,2
COc1ccc(CCCC(=O)Nc2ccccc2F)cc1,-11,2.3,1,6,-0.2,7,-1,3,-4,-1
O=C(Cn1nnc2ccccc21)c1cccc([N+](=O)[O-])c1,-6,-0.7,-6,0,1.8,2,-4,-2,3,2
CCCCc1ccc(-c2ccc(Br)cc2O)nc1,8,·,-6,-6,-0.3,-8,-9,1,-1,-3
COCCNC(=O)CSC1=N/C(=C/c2ccc(Cl)c(Cl)c2)C(=O)N1c1ccccc1F,-8,·,-2,-35,3.3,10,-30,-1,-2,32
Cc1ccc(S(=O)(=O)CCC(=O)NCc2ccc(Cl)cc2)cc1,7,·,4,7,i,5,-15,-7,9,0
CCNC(=O)/C(C#N)=C/c1c(N2CCN(c3ccccc3)CC2)nc2ccccn2c1=O,-43,1.4,-1,·,-0.5,34,10,-80,5,20
O=C(O)c1cc(-c2ccc(O)cc2)on1,-3,-2.2,0,-4,-1.3,8,-23,-17,-13,6
O=C(NC1CCCCC1)C1CCC(=O)N(C2CC2)C1 (stereo unspecified),-5,-0.2,-3,2,-0.3,14,-10,1,0,-4
O/N=C/c1nc2cc(Cl)ccc2o1,9,0.3,3,4,-1.8,13,·,-14,-1,-1
COc1cccc(OC)c1C(=O)N1CCOCC1,-2,·,-6,-6,1.0,18,0,-5,0,8
CCOc1ccc(C(=O)Nc2ccc(N3CCN(C)CC3)cc2)cc1[N+](=O)[O-],-17,0.9,3,0,-1.5,-8,1,9,7,-17
CCCN(CC(=O)Nc1ccccc1OC)Cc1c(O)ccc2ccccc12,1,2.6,1,0,i,26,-12,-7,8,1
O=C(Nc1ccc(O)cc1)/C(=C/c1ccco1)NC(=O)c1ccccc1,-13,18*,-4,-4,-0.5,15,-5,4,0,-3
Cc1cc(C)n(-c2ccc(Cl)c(C(=O)O)c2)n1,1,1.6,-3,-4,-0.5,22,0,-2,-18,0
O=C(NC(=O)c1cnccc1C(F)(F)F)Nc1ccccc1,-6,0.6,-2,1,-0.8,17,-10,2,3,-3
CC(=O)CC(c1ccccc1)S(=O)(=O)c1ccc([N+](=O)[O-])cc1 (stereo unspecified),-3,0.0,2,1,i,2,-2,9,2,2
CCOC(=O)C1CCN(C(=O)Nc2cc(Cl)cc(Cl)c2)CC1,3,0.2,8,0,i,6,-11,-2,-4,7
COc1cc(Nc2cc(C)nc3ncnn23)cc(OC)c1,4,-4.8,-2,-2,-0.5,15,3,7,7,-2
Cc1ccc(NC(=O)c2cc(N3C(=O)CCC3=O)ccc2N2CCCCC2)cc1,5,0.5,3,-1,-0.1,8,4,7,-2,23
CCCCCCCOC(=O)c1nc(Cl)c(Cl)c(N)c1Cl,2,1.1,4,-16,-0.6,-4,-47,25,-7,9
CCCCn1c(N)c(N(CCOC)C(=O)c2ccc(S(=O)(=O)N3CCC(C)CC3)cc2)c(=O)[nH]c1=O,-1,0.3,·,4,-0.3,·,0,-2,-1,1
CN(N)C(=S)Nc1ccc(F)cc1,-2,-2.6,6,4,-0.1,-10,2,7,5,2
CCn1cc(C(=O)N[C@@H](C)C(=O)NCCCN2CCOCC2)c(=O)c2cc3c(cc21)OCO3,-11,-2.0,6,7,2.8,-17,-6,10,6,3
C=CCNC(=O)C1CC(=O)N(c2ccc(OCC(=O)NCc3ccccc3)cc2)C1 (stereo unspecified),-3,·,-1,1,1.7,-8,-4,6,5,4
Cc1nn(-c2ccc(N3CCOCC3)nn2)c(C)c1CCC(=O)NCc1ccccc1F,-1,0.9,-1,9,-0.4,-6,-15,20,0,0
CCCOc1ccc(/C(O)=C2/C(=O)C(=O)N(CCCn3ccnc3)C2c2cccnc2)cc1 (stereo unspecified),5,-1.6,-1,9,i,30,·,19,-3,10
COc1ccccc1CNS(=O)(=O)c1ccc2c(c1)N(C(C)=O)CC(C)S2 (stereo unspecified),12,-0.3,0,4,-0.2,29,2,-11,2,0
COc1cccc(-c2nnc(SCC(=O)N3CCOCC3)o2)c1,-2,·,-1,-5,0.6,30,-16,0,5,0
CC1(C(=O)O)C=CC2(CCCCC2)N1C(=O)c1ccccc1 (stereo unspecified),-3,2.1,-3,-5,0.3,5,1,-1,5,0
CC1CCN(CC(O)Cn2c3ccccc3c3ccccc32)CC1 (stereo unspecified),-5,-0.7,2,3,-0.6,12,-4,-10,7,1
O=C(O)C(Cc1ccccc1)N1C(=O)C2C3CCC(C3)C2C1=O (stereo unspecified),-4,1.6,·,·,-4.8,·,·,19,1,-1
NC(Cc1ccccc1)c1csc(NC(=O)Nc2ccccc2Oc2ccccc2)n1 (stereo unspecified),25*,1.4,·,·,-0.2,·,·,0,·,-21
COc1ccc(S(=O)(=O)N2CCN(c3ccccc3OC)CC2)cc1C(=O)N1CCCCC1,14,-2.0,2,4,i,8,5,23,3,18
COc1ccc(N2CCN(c3ncnc4c3nnn4Cc3ccccc3Cl)CC2)cc1,1,·,2,-1,·,4,5,-6,-4,8
COc1ccc(S(=O)(=O)Nc2c(C(=O)O)[nH]c3ccc(OC)cc23)c(OC)c1,-4,2.1,-40,-1,-0.4,14,106*,-2,5,-36
CC(C)C(=O)NC(=S)/C=C1/N(C)c2ccccc2C1(C)C,15,-0.2,-2,-18,i,19,6,-11,-6,3
COCCNC(=O)c1sc2nc(-c3ccccc3)cn2c1C,2,·,0,2,-0.4,19,-7,-10,6,-2

# For convenience, some entries already given:
SMILES,PrPC TRFRET,TcdB GH inh,SARS 3CLpro inh,Rv3671c protease,Vc quorum ag,DUSP3 inh,PriA SSB inh,CCHF vOTU inh,MazF activator,Y pestis TopoI
COc1cc(Nc2cc(C)nc3ncnn23)cc(OC)c1,4,-4.8,-2,-2,-0.5,15,3,7,7,-2
Cc1ccc(NC(=O)c2cc(N3C(=O)CCC3=O)ccc2N2CCCCC2)cc1,5,0.5,3,-1,-0.1,8,4,7,-2,23
CCCCCCCOC(=O)c1nc(Cl)c(Cl)c(N)c1Cl,2,1.1,4,-16,-0.6,-4,-47,25,-7,9
CCCCn1c(N)c(N(CCOC)C(=O)c2ccc(S(=O)(=O)N3CCC(C)CC3)cc2)c(=O)[nH]c1=O,-1,0.3,·,4,-0.3,·,0,-2,-1,1
CN(N)C(=S)Nc1ccc(F)cc1,-2,-2.6,6,4,-0.1,-10,2,7,5,2
CCn1cc(C(=O)N[C@@H](C)C(=O)NCCCN2CCOCC2)c(=O)c2cc3c(cc21)OCO3,-11,-2.0,6,7,2.8,-17,-6,10,6,3
C=CCNC(=O)C1CC(=O)N(c2ccc(OCC(=O)NCc3ccccc3)cc2)C1 (stereo unspecified),-3,·,-1,1,1.7,-8,-4,6,5,4
Cc1nn(-c2ccc(N3CCOCC3)nn2)c(C)c1CCC(=O)NCc1ccccc1F,-1,0.9,-1,9,-0.4,-6,-15,20,0,0
CCCOc1ccc(/C(O)=C2/C(=O)C(=O)N(CCCn3ccnc3)C2c2cccnc2)cc1 (stereo unspecified),5,-1.6,-1,9,i,30,·,19,-3,10

# Following part
SMILES,PrPC TRFRET,TcdB GH inh,SARS 3CLpro inh,Rv3671c protease,Vc quorum ag,DUSP3 inh,PriA SSB inh,CCHF vOTU inh,MazF activator,Y pestis TopoI
Cc1cccc(-c2c3c(=O)n(C)c(=O)n(C)c3cn2C(C)C)c1,3,0.2,1,11,4.2,0,-2,-26,-8,3
O=C(c1ccc(-c2ccccc2)cc1)c1ccccc1C(=O)N1CCOCC1,0,·,1,1,-0.4,-4,2,2,-4,20
COc1cccc(NC(=S)NC(=O)c2c(Cl)c(C)nn2C)c1,4,·,1,2,-0.1,15,-9,-2,14,18
Cc1cc(OCCN2CCCC2)ccc1[N+](=O)[O-],8,·,5,-7,-0.5,-1,9,2,3,-4
CCOC(=O)C1CCN(C(=O)CC(C)S(=O)(=O)c2ccc3c(c2)NC(=O)CO3)CC1 (stereo unspecified),-2,-0.8,-2,8,-0.3,15,3,10,8,-5
CC1=C[C@@H](C)[C@@H](c2ccccc2)OC1=O,2,8.9,·,2,0.9,·,-11,1,7,-1
Cc1ccc(NC(=O)c2ccc3c(=O)n4c(nc3c2)CCC4)cc1F,1,2.0,·,-3,0.1,·,-10,-4,8,2
COC(=O)CCNC(=O)c1ccc2[nH]c(C)c(C)c2c1,-7,1.1,-1,-2,-0.2,10,-10,-3,-10,-2
COc1cccc(CN2CCC(C(=O)Nc3ccc(Oc4cccnc4)cc3)CC2)c1,-4,0.6,-2,·,-0.5,29,10,1,-4,-1
CCOc1ccc(S(=O)(=O)n2c([N+](=O)[O-])cnc2C)c(C)c1C,3,2.5,-1,5,-1.2,8,13,7,7,-1
O=C(NCC1CC1)C1(S(=O)(=O)c2ccccc2)CC=CC1,2,0.9,-2,7,-0.4,29,6,7,5,-4
CC(NC(=O)CNC(=O)OCc1ccccc1)C(=O)N1CC(O)CC1C(=O)OCc1ccccc1 (stereo unspecified),1,·,6,7,-0.4,-16,-13,4,14,-6

# Screening data (PubChem)
